Neddyl block = inhibitors of human cullin neddylation; P61081+Q13564; TR-FRET cullin neddylation, biochemical; calls only at 25 µM; 360,000 tested, 0.58% active; AID 651699; in the data active = inhibition above about 36%
SUMO1-SIM PPI = SUMO1-SIM interaction modulation | AID 602429 | 360,000 tested, 0.33% active | P63165 | inhibition, % at 20 µM | SUMO1 binding to a labelled peptide, TR-FRET, 1 h; in the data active = inhibition above about 37%
Target sequence (P63165 whole entry, looked up): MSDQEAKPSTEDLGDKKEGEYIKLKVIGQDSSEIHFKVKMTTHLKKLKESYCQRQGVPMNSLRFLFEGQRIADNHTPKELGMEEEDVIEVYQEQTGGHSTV
CSN inh = CSN deneddylation inhibition; Q92905; Purified CSN, SCF-Nedd8-OG deneddylation, fluorescence polarization; inhibition, % at 12.5 µM; 360,000 tested, 0.38% active;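 active = pattern-corrected inhibition above about 35%, with an unprinted fluorescence ratio check between 0.5 and 1.5, limit read from the data, passing the limit was not always enough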;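 note: 0% = enzyme with substrate and 100% = substrate without enzyme; some results filed as inactive read as strong as hits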
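Test system: Human Csn5 produced in HEK293T cells | Compound: 12.5 µM single point | Times: 90 min, room temperature | Signal: Fluorescence polarization readout | Read-out basis: % inhibition of substrate cleavage by Csn5 | Controls: no-enzyme wells high, enzyme-with-substrate wells low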
Rpn11 block = blocks the human proteasome subunit Rpn11; human 26S proteasome, Ub4-pepOG fluorescence polarization; 20S core pre-blocked with epoxomicin; 360,000 tested, 0.59% active; O00487; calls only at 20 µM;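 active = inhibition at 20 µM, scaled to each plate's controls, above about 33%, limit read from the data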
Target sequence (O00487 whole entry, looked up): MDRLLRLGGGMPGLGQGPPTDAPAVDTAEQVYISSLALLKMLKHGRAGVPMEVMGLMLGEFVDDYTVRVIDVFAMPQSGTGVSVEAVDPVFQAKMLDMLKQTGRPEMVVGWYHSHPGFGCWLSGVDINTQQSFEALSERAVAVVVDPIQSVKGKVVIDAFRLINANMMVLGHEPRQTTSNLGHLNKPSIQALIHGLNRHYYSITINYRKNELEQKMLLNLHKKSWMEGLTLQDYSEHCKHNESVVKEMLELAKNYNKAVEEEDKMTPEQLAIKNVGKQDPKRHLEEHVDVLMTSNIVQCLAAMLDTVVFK
STEP block = blocks human striatal-enriched tyrosine phosphatase. AID 588621. P54829. inhibition, % at 20 µM. recombinant STEP, OMFP fluorogenic substrate, fluorescence. 360,000 tested, 0.25% active;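 active = inhibition at 20 µM, scaled per plate between control wells, above about 37%, limit read from the data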;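 note: 0% = DMSO with enzyme and substrate and 100% = substrate only without enzyme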
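Assay system: isolated STEP enzyme. Buffer or medium: pH 6.0 Bis-Tris with DTT and Tween 20. Also added: fluorogenic phosphatase substrate OMFP at 25 µM final. Dosing: 20 µM, 1% DMSO. Timing: 20 min reaction, room temperature, in the dark. Measured by: fluorescence intensity, excitation 480 nm, emission 540 nm. Evaluation: normalized % inhibition.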
Scp1 inh = Scp-1 (human) phosphatase inhibition | AID 493091 | Recombinant Scp1, phosphopeptide, malachite green phosphate absorbance | inhibition, % at 20 µM | 340,000 tested, 0.88% active | Q9GZU7;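 active = inhibition above about 50% at 20 µM, limit read from the data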;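 note: plate controls were DMSO wells with enzyme for no effect and wells lacking enzyme for full effect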
Target sequence (Q9GZU7 76-261 limits assumed): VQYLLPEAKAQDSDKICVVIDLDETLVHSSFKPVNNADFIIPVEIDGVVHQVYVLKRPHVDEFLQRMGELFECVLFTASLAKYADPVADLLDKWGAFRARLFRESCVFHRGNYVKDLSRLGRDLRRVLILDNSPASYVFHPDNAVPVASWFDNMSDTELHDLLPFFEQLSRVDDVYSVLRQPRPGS
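Times: enzyme reaction 45 min at room temperature, colour 5 min, stabilisation 30 min. Material: SCP-1 catalytic fragment, aa 76-261. Medium: Acidic Tris acetate buffer with magnesium and detergent. Signal: colorimetric free-phosphate detection, absorbance 630 nm. Read-out basis: % inhibition of SCP-1 phosphate liberation. Reagent: Phosphorylated 17-residue peptide substrate.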
Rin1-Abl PPI inh = blocks binding of human Rin1 to Abl. P00519+Q13671. TR-FRET Rin1/Abl binding, biochemical. inhibition, % at 7.35 µM. 360,000 tested, 0.4% active. AID 588664; in the data active = inhibition above about 5%, passing the limit was not always enough
LMPTP inh = LMPTP (human) inhibition. recombinant LMPTP-A, OMFP fluorogenic substrate, fluorescence intensity. 360,000 tested, 0.22% active. inhibition, % at 20 µM. P24666;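 active = compounds that cut the enzyme signal by at least half of the control window in the single-dose screen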;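 note: plate controls were DMSO wells with enzyme plus substrate for no effect and substrate without enzyme for full effect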
Target sequence (P24666 whole entry, looked up): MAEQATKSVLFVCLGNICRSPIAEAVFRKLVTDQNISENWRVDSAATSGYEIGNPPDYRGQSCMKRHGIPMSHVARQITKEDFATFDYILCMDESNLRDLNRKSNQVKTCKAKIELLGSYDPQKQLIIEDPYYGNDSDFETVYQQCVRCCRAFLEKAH
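Test system – LMPTP-A phosphatase enzyme · Quantity – 0.625 nM LMPTP-A final · Reagent – OMFP substrate, 400 µM final · Dosing – one test concentration per compound, 20 µM, with 3% DMSO overall · Timing – 50 min enzyme reaction at room temperature, protected from light · Detection – fluorescence intensity · Controls – substrate-only low control, DMSO enzyme-plus-substrate high control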
DNMT1 block = DNMT1 (human) enzyme inhibition; P26358; DNMT1 molecular beacon, Hinp1I cleavage, fluorescence; inhibition (reported as % activation of signal), % at 10 µM; 360,000 tested, 0.83% active; AID 588458; in the data active = inhibition above about 50%
NadD inh = blocks S. aureus nicotinate mononucleotide adenylyltransferase. 360,000 tested, 0.78% active. inhibition, % at 20 µM. AID 602399. purified NadD enzyme, colorimetric absorbance read-out; in the data active = inhibition above about 26%; note: some compounds past the cut are filed as inactive
Active calls of the source: *; i = inactive; · = no result given; + = active, no number. Outcome played no part in choosing rows. About 3.8% of those tested had a hit in this group.

SMILES	Neddyl block	SUMO1-SIM PPI	CSN inh	Rpn11 block	STEP block	Scp1 inh	Rin1-Abl PPI inh	LMPTP inh	DNMT1 block	NadD inh
CC(C)n1c(-c2ccc(C(C)(C)C)cc2)n[nH]c1=S	i	1	1	i	-5	5	0	1.0	4	29*
Cc1ccc(C(=O)C2CCN(CC(=O)NCc3ccc(F)cc3)CC2)cc1	i	2	5	i	1	-4	-2	0.2	-2	-2
Cn1c(=O)c2c(nc(Oc3ccc4c(c3)OCO4)n2Cc2ccc(Cl)cc2)n(C)c1=O	i	-1	5	i	3	7	-4	0.5	11	0
C=CCN1C(=O)/C(=C\c2ccc(Cl)cc2)N=C1SCC(=O)NC1CCCCC1	i	-1	-2	i	-2	-2	-2	-0.2	30	12
CCS(=O)(=O)Nc1ccc(-c2cc(-c3ccccc3)c3cc(C)ccc3n2)cc1	·	-1	3	i	4	12	-3	1.5	-14	13
CC(=O)Nc1ccc(NC(=O)C(C)NC(C)c2cccc3ccccc23)cc1 (stereo not given)	i	0	2	i	-1	-1	-3	-0.2	-1	-6
Cc1ccc2oc(=O)c3cnn(CC(=O)NCCC(C)C)c3c2c1	i	3	-5	i	-1	-5	-4	-0.4	6	2
Cc1ccc(OCC(=O)N(Cc2ccc(N(C)C)cc2)C2CCS(=O)(=O)C2)cc1C (stereo not given)	i	-1	6	i	-1	3	-4	0.4	1	1
COc1ccc(NC(=O)CSc2nc3[nH]c(=O)cc(O)c3s2)c(OC)c1	i	9	0	i	-1	3	1	0.0	-2	-5
COCCNc1nc(N)c([N+](=O)[O-])c(NC2CCCCC2)n1	i	-7	-4	i	-1	7	0	0.5	-3	-8
O=C(NCCCN1CCOCC1)c1ccc(Cl)c(S(=O)(=O)N2CCCCCC2)c1	i	-5	5	i	1	0	-7	-8.2	-5	1
COc1ccc(CN2C(=O)c3cccnc3C2=O)cc1S(=O)(=O)NC1CCCCC1C (stereo not given)	i	-24	4	i	-1	-11	1	0.9	3	-3
CCCNC(=O)c1c(Cl)cnn1-c1ccc(C)cc1	i	-9	-7	i	0	-1	1	0.7	3	-14
CCOC(=O)c1sc(/N=C/C2=C(O)CC(C)(C)CC2=O)c(C(=O)OCC)c1C	i	-1	-1	i	-1	-2	-3	0.6	0	-4
CC(=O)OCC[C@H](NS(=O)(=O)OCC(Cl)(Cl)Cl)c1ccccc1	i	3	-4	i	0	0	1	0.5	4	-5
CCCCCCN1C[C@@H](n2cc(C3CC3)nn2)[C@H](O)C[C@@H]1c1ccc(OC)cc1	i	13	4	i	0	·	-4	-0.3	6	-7
COc1ccc(OCCNC(=O)c2ccc(C)cc2)cc1	i	1	3	+	-2	-10	1	-0.5	0	-2
Cc1cnc(C(=O)OCC(=O)N2CCc3ccccc32)cn1	i	-5	-4	i	-2	1	1	-0.6	-3	0
CCc1sc(C(=O)Nc2cc(S(=O)(=O)N3CCOCC3)ccc2OC)cc1C	i	0	-1	i	0	-4	0	1.5	-2	-3
CCOC(=O)[C@]12Cc3c(cc(OC)c(OC)c3OC)[C@H]1N(C1CCCCC1)C(=O)c1cc(OC)ccc12	i	3	3	·	·	·	·	1.2	·	4
NC1=NC[C@@H](Cc2ccc(O)cc2)N1CCC12CC3CC(CC(C3)C1)C2	i	2	0	i	0	4	5	0.3	58*	7
C/C(=N/NS(C)(=O)=O)c1ccc2ccccc2c1	i	-4	-4	i	-5	-6	3	-1.2	1	6
Cc1c(Cl)cccc1NC(=O)[C@@H](NC(=O)c1ccccc1Cl)C(C)C	i	-6	-2	i	0	0	-1	-0.7	-2	-3
CCNS(=O)(=O)c1ccc(NC(=O)Cn2cc([N+](=O)[O-])cn2)cc1	i	-4	-7	i	1	7	0	1.7	-1	0
CCC(C(=O)NC1CCN(C)CC1)c1ccccc1 (stereo not given)	i	4	-1	i	-2	-2	-2	-1.0	1	-2
C=CCc1ccc(OC(=O)NC2CCCCC2)c(OC)c1	i	-2	4	i	-2	-19	1	-2.5	2	-10
O=C(NC1CC1)c1c(O)c2ccccc2[nH]c1=O	i	4	-4	i	2	-7	-2	0.6	2	-5
O=C(CNC(=S)N(Cc1ccccc1)Cc1cccs1)NCc1ccc(F)cc1	i	-4	6	i	2	-2	-5	-0.1	3	-6
Cc1cccc(NC(=O)NC2(C(=O)NCc3ccco3)CCCCC2)c1	i	0	-2	i	3	-3	1	1.1	2	-3
CCN(CC(=O)Nc1cc(Cl)ccc1C)C(=O)Cc1ccsc1	i	1	-3	i	-1	-2	2	-1.2	6	1
Cc1cc(=O)n(CCCc2ccccc2)[nH]1	i	-7	-2	i	0	-8	-2	-0.5	-10	-11
COc1cc(/C=C(\C#N)C(=O)Nc2cccc(C(=O)O)c2)ccc1OCc1ccc(Cl)cc1	i	59*	9	i	86*	36	-2	49	7	21
COc1cc(/C=C2\CCCc3c2nc2ccccc2c3C(=O)O)cc(Br)c1O	i	0	4	i	3	-8	-3	-6.6	0	2
CN(C)CCNC(C(=O)Nc1cc(Cl)cc(Cl)c1)c1ccccc1 (stereo not given)	i	1	-1	i	-4	2	0	-3.0	-2	-11
C(=N\Nc1ncnc2sc3c(c12)CCC3)/c1cccs1	i	-4	7	i	0	·	-7	2.1	0	3
COc1ccc(CN2CCN(Cc3ccccc3C(F)(F)F)CC2)c(OC)c1	i	0	-3	i	2	-19	0	-1.2	-2	-10
O=C(Nc1cc(-c2ccccc2)[nH]n1)c1ccccc1F	i	3	3	i	0	-7	0	1.0	1	-2
COC(=O)C1=CN(c2ccc(OC)cc2)C(N)=C(C#N)C1c1ccc(OC)cc1 (stereo not given)	i	-12	-1	·	·	·	·	-1.1	·	·
Cc1nc(SCCO)c([N+](=O)[O-])[nH]1	i	-11	-2	i	0	-7	-3	0.6	-1	1
C=CCn1c(SCC(=O)c2ccc(Cl)s2)nc2ccccc2c1=O	i	1	6	i	1	-8	-3	3.7	-7	4
O=C(CN1CCOCC1)Nc1ccc([N+](=O)[O-])cc1Br	i	-18	2	i	-3	-8	1	-0.5	-3	-5
O=C(O)c1cc(-c2ccc(/C=N/Nc3ccc([N+](=O)[O-])cn3)o2)ccc1Cl	i	0	10	+	7	44	-4	5.4	9	11
CN=C1CC(C)(C)CC(=O)/C1=C(/O)CCCN1C(=O)c2ccccc2C1=O	i	-2	0	i	3	3	2	-0.9	1	-6
CCOC(=O)c1ccc[n+](CC(=O)c2ccc(OC)cc2)c1	i	-5	1	i	-1	1	1	-1.9	3	-1
CC1(C)CC2CC(C)(CN2C(=O)COC(=O)c2ccc(Cl)cc2N)C1 (stereo not given)	i	7	0	i	-2	-4	-3	-1.3	-5	-23
CC(=O)c1ccc(NC(=O)CSc2nc(N)c3cc4c(nc3n2)CCCC4)cc1	i	1	3	i	-3	3	-4	2.4	-11	13
O=C(NCC1CC1)Nc1ccc(Cl)cc1	i	4	-3	i	-1	-7	1	-0.2	1	-5
CC(C)NCCCCOc1ccc(Br)cc1Cl	i	-3	1	i	-1	9	3	-2.7	-1	-5
Cc1ccc2nc(C)cc(C(=O)OCC(=O)Nc3cccnc3Cl)c2c1	+	-20	1	i	4	1	-6	0.1	-1	1
NNc1nc2ccc(Cl)cc2s1	i	-5	3	i	-4	-8	-3	1.3	-3	0
CCOc1ccc(NC(=O)CSc2nnc(CCNC(=O)c3ccc(OC)cc3)n2CC)cc1	i	2	-3	i	-2	2	0	-0.5	3	-6
CCOc1ccc(C(=O)NCC(=O)NCCOc2ccc(C)cc2)cc1	i	0	7	i	-2	-5	1	-0.6	-1	-1
CC(=O)Nc1c2c(nn1-c1ccccc1)CS(=O)C2 (stereo not given)	i	-2	2	i	-5	-2	0	-1.9	-2	4
Cc1ccc(C2NC(=O)c3c(sc4c3CCN(C)C4)N2)s1 (stereo not given)	·	-13	29	·	-4	0	-8	-2.5	-18	16
CCOC(=O)C1=CNS(=O)(=O)NC1c1ccccc1 (stereo not given)	i	0	-1	i	2	1	0	-0.3	5	-7
COc1ccc(C(CNC(=O)c2ccc(S(=O)(=O)N3CCCC3)cc2)N2CCOCC2)cc1 (stereo not given)	i	-3	3	i	1	1	-1	-1.2	-1	-5
CCOC(=O)C1(CCOc2ccccc2)CCN(Cc2ccc(OC)c(O)c2)CC1	i	3	7	i	1	-4	0	-2.2	0	-5
COc1cccc(-c2cc(NC(C)=O)c3ncc(-c4cccc(C(C)=O)c4)n3c2)c1	i	-1	10	i	2	·	0	1.1	-10	-6
COc1ccccc1N(C)S(=O)(=O)c1ccc(Cl)c(C(=O)NNC(=O)c2ccccc2O)c1	i	6	0	i	-2	-10	-1	1.0	-2	5
CCc1cc(=O)oc2cc(OCC(=O)NC3CC(C)(C)NC(C)(C)C3)ccc12	i	5	2	i	-2	-6	-2	-2.3	2	-11
Cc1csc(NC(=O)/C=C/c2ccc3c(c2)OCO3)n1	i	-7	-3	i	0	-5	-4	1.3	-4	-4

By substructure: those above containing four or more nitrogen atoms
SMILES	Neddyl block	SUMO1-SIM PPI	CSN inh	Rpn11 block	STEP block	Scp1 inh	Rin1-Abl PPI inh	LMPTP inh	DNMT1 block	NadD inh
Cn1c(=O)c2c(nc(Oc3ccc4c(c3)OCO4)n2Cc2ccc(Cl)cc2)n(C)c1=O	i	-1	5	i	3	7	-4	0.5	11	0
COCCNc1nc(N)c([N+](=O)[O-])c(NC2CCCCC2)n1	i	-7	-4	i	-1	7	0	0.5	-3	-8
CCCCCCN1C[C@@H](n2cc(C3CC3)nn2)[C@H](O)C[C@@H]1c1ccc(OC)cc1	i	13	4	i	0	·	-4	-0.3	6	-7
CCNS(=O)(=O)c1ccc(NC(=O)Cn2cc([N+](=O)[O-])cn2)cc1	i	-4	-7	i	1	7	0	1.7	-1	0
C(=N\Nc1ncnc2sc3c(c12)CCC3)/c1cccs1	i	-4	7	i	0	·	-7	2.1	0	3
O=C(O)c1cc(-c2ccc(/C=N/Nc3ccc([N+](=O)[O-])cn3)o2)ccc1Cl	i	0	10	+	7	44	-4	5.4	9	11
CC(=O)c1ccc(NC(=O)CSc2nc(N)c3cc4c(nc3n2)CCCC4)cc1	i	1	3	i	-3	3	-4	2.4	-11	13
CCOc1ccc(NC(=O)CSc2nnc(CCNC(=O)c3ccc(OC)cc3)n2CC)cc1	i	2	-3	i	-2	2	0	-0.5	3	-6

High-throughput results (PubChem BioAssay)
